GLP1R inv ag: GLP-1 receptor (human) inverse agonism; 1.6% of 410,000 active; Potency, µM (doses to about 38.3 µM), without a hit: at the highest dose activity change, negative = inhibition, most hits filed as inhibitors; P43220; HEK293 GLP-1R CRE-luciferase, luminescence, 24 h; GLP-1R form is constitutively active; further: on the % scale 0 is the no-effect control and ±100 the full control effect; nearly all actives have a fitted effect of over 55% in size
Target sequence (P43220 whole entry, looked up): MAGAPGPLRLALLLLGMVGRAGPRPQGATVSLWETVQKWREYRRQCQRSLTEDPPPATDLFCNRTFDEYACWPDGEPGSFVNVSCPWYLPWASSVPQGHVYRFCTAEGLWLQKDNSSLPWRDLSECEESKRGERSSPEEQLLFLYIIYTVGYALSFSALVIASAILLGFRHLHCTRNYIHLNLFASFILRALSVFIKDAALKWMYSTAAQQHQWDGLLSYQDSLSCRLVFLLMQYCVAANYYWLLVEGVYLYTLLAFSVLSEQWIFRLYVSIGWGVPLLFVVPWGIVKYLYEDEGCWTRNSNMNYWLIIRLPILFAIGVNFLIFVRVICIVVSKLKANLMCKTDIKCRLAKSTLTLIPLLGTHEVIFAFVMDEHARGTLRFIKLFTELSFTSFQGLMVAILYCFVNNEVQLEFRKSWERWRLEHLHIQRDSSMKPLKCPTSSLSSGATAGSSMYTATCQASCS
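qHTS in 1536-well format: reporter HEK293 cells expressing constitutive GLP-1R activity in DMEM + 10% Nu serum, 24 hr with compounds at 37 deg C, luminescence read after 12 min with detection reagent.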
KB-3-1 cytotox: KB-3-1 parental cell cytotoxicity. KB-3-1 viability, CellTiter-Glo ATP luminescence, 72 h. Potency, µM (doses to about 46.1 µM), for inactives: top-dose activity change, negative = cytotoxic, actives largely listed as cytotoxic. 1.4% of 400,000 active. AID 1347075; further: on the % scale 0 is the no-effect control and ±100 the full control effect; nearly all actives have a fitted effect of over 60% in size
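Cytotoxicity in the drug-sensitive parental line KB-3-1 was scored as loss of CellTiter-Glo luminescence following 72 h incubation with compound. Values come from curve fitting of normalized concentration-response data.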
SW480 rerep: DNA re-replication induction in SW480 cells | SW480 DNA re-replication, Hoechst DNA content imaging, 48 h | 1.8% of 340,000 active | Potency, µM (titrated, usually from 46.1 µM), for inactives: top-dose re-replication activation, usual class: activators; further: % of control where 0% means no effect; nearly all actives have a fitted effect of over 55% in size
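First, 250 cells per well were seeded. Next, compound or vehicle (23 nL) was pinned in, plates sat 48 hr at 37 C. Finally Hoechst was added for 40 min before fluorescence scanning.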
GLP1R cytotox: cytotoxic in the GLP-1 receptor inverse agonist counter-screen. HEK293 cAMP-luciferase reporter cells, luminescence, 24 h. Potency, µM (highest dose often 38.3 µM), without a hit: at the highest dose activity change, negative = inhibition, most hits filed as inhibitors. 0.13% of 410,000 active;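 further: loss of luciferase light is scored as toxicity; on the % scale 0 is the no-effect control and ±100 the full control effect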
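A 23 nL compound transfer followed 12 hours of cell culture at 37 deg C; exposure then lasted 24 hr. Luciferase assay detection reagent was dispensed and plates read for luminescence after a 12 min room-temperature wait.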
HT1080NT lethal: kills 2HG-producing HT-1080-NT fibrosarcoma cells | AID 686970 | HT-1080-NT fibrosarcoma viability, CellTiter-Glo ATP luminescence, 48 h | Potency, µM (series often up to 46.1 µM), inactives show top-dose activity, negative = less viability, hits mostly cytotoxic | 1.6% of 360,000 active;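 further: NT is the 2HG producing partner of a matched IDH1 knockdown line; 0% = DMSO-treated cells and -100% = media-only wells without cells; nearly all actives have a fitted effect of over 55% in size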
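Fibrosarcoma NT cells, 750 per well in 5% FBS RPMI, were exposed to compound for 48 hours. Viability: CellTiter-Glo luminescence.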
KB-V1 cytotox: KB-V1 MDR subline cytotoxicity. KB-V1 MDR cells viability, CellTiter-Glo, 72 h. Potency, µM (series often up to 46.1 µM), for inactives: at the highest dose activity change, negative = cytotoxicity, usual class: cytotoxic. 3.4% of 400,000 active. AID 1347076; further: on the % scale 0 is the no-effect control and ±100 the full control effect; nearly all actives have a fitted effect of over 60% in size
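Compound-treated KB-V1 multidrug-resistant cells, 72 h, 37 degrees C; viability by CellTiter-Glo. Fitted qHTS curves give the values.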
TDP-43 yeast inh: rescues yeast growth from TDP-43 toxicity. TDP-43 expressing yeast growth rescue, BacTiter-Glo, 24 h. Potency, µM (series often up to 46.1 µM), for the others: top-dose growth rescue (activation), most hits filed as activators. 1.8% of 410,000 active. AID 652104; further: % of control where 0% means no effect; nearly all actives have a fitted effect of over 50% in size
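Luminescence from BacTiter-Glo reports growth of TDP-43-expressing yeast after 24 hr at 30 deg C with compound. Cells were raffinose-pregrown to mid-log, then seeded in galactose medium at OD600=0.02.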
GLP-1R agonist: agonists of human GLP-1 receptor. AID 624172. P43220. HEK293 GLP-1R CRE-luciferase, luminescence, 4-6 h; cells express a hypersensitive GLP-1R form. 0.007% of 380,000 active. Potency, µM (top dose mostly 45.6 µM), for the others: top-dose activation, hits mostly activators; further: % of control where 0% means no effect
HT1080 IDH1KD tx: toxicity to HT-1080 IDH1 knockdown cells (counter line); HT-1080 IDH1 knockdown viability, ATP luminescence, 48 h; 2% of 360,000 active; Potency, µM (highest dose often 46.1 µM), inactives show top-dose activity, negative = toxicity, hits mostly cytotoxic;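 further: 0% = DMSO wells and -100% = cell-free medium wells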
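In this qHTS, HT-1080 cells depleted of IDH1 are exposed for 48 h at 37 °C to compound titrations. Toxicity is scored from CellTiter-Glo luminescence, with DMSO as full viability and medium alone as none.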
* hit, by the source's call; ? = inconclusive; · = no result given; & = joins results of further samples; [ ] = remark or other dose. The call rests on the fitted dose curve; in most records, active means well fitted curve in the direction sought with a large enough effect; inconclusive means small, poorly fitted or top-dose-only effect, or another doubt; inactive means no such curve, though single readings can be large; an effect the other way counts as inactive or inconclusive. Potency means the concentration at half of the fitted maximal effect.

Compound,GLP1R inv ag,KB-3-1 cytotox,SW480 rerep,GLP1R cytotox,HT1080NT lethal,KB-V1 cytotox,TDP-43 yeast inh,GLP-1R agonist,HT1080 IDH1KD tx
CCNC(=S)N/N=C/c1cn(Cc2ccc(F)cc2)c2ccccc12,?,0.0%,-26.9%,-17.0%,-3.1%,?,?,18.6%,-16.7%
CCCc1[nH][nH]c(=O)c1C(c1cccc(Cl)c1)C(C#N)C#N (stereo not given),-19.8%,?,?,-18.3%,-9.0%,?,2.7%,-6.4%,?
Cc1noc(C)c1-c1nc(CS(=O)(=O)c2ccccc2)no1,5.4%,4.0%,-0.1%,10.8%,3.2%,-2.1%,9.3%,7.3%,10.4%
CCOC(=O)c1c(C)[nH]c(C(=O)NCC(c2ccco2)N2CCCCC2)c1C (stereo not given),12.6%,16.2%,4.8%,3.9%,3.4%,-1.0%,-6.4%,-1.9%,4.7%
C=CCn1c(COc2ccc(F)cc2)nnc1SCC(=O)NC1CCS(=O)(=O)C1 (stereo not given),-1.0%,-6.4%,1.9%,0.3%,-2.0%,14.4%,-10.3%,-7.1%,-3.7%
Cc1ccc([N+](=O)[O-])cc1N=C(c1cccc(Br)c1)N1CCOCC1,7.94µM*,-5.0%,4.7%,-4.6%,-4.0%,-14.9%,2.2%,5.5%,-10.9%
COc1ccccc1NC(=O)NCCN1CCN(c2cccc(Cl)c2)CC1,?,-1.5%&6.8%,-9.7%,5.5%&12.5%,-13.1%,-6.6%&11.1%,7.7%&-6.3%,-0.3%&0.6%,-10.4%
CCOC(=O)c1cccc(NC(=O)Nc2c(C)n(C)n(-c3ccccc3)c2=O)c1,9.4%,0.6%,·,-2.1%,·,7.2%,10.7%,·,·
Cc1ccc(CCN2CC(C(=O)NCCN3CCCCCC3)CC2=O)cc1 (stereo not given),-4.2%,19.6%,-3.4%,-13.2%,5.4%,6.4%,3.6%,0.3%,1.9%
CC1=NC(C(F)(F)F)(C(F)(F)F)C(C#N)=C(C)N1,1.7%,6.3%,-5.2%,28.3%,-7.1%,-4.0%,-18.7%,-4.0%,8.4%[9.24 µM]
Cc1c(NC(=O)c2ccc(F)cc2)c(=O)n(-c2ccccc2)n1C,0.8%,7.2%,-0.8%,-5.7%,2.5%,-9.4%,0.0%,9.3%,6.7%
COC(=O)c1[nH]c2cc(OC)ccc2c1NC(=O)CCN1CCN(c2cccc(C)c2C)CC1,?,?,25.8%,5.2%,?,-16.2%,-11.5%,-13.3%,?
CCOc1ccc(C(=O)NCc2ccc3c(c2)OCO3)cc1OCC,12.2%,4.4%,-10.7%,3.0%,8.1%,-4.4%,0.0%,7.1%,6.9%
CC1CN(Cc2nnc(-c3ccccc3)o2)CC(C)O1 (stereo not given),-4.4%,-2.7%,-1.4%,2.6%,0.0%,-0.7%,1.6%,-0.8%,0.6%
CS(=O)(=O)Cc1cccc(C(=O)NC2CCSc3ccccc32)c1 (stereo not given),-36.6%,3.0%,26.3%,-20.2%,-0.2%,-11.7%,-20.0%,19.4%,-10.2%
CCN(CC)S(=O)(=O)c1cccc(C(=O)OCC(=O)Nc2ccc3c(c2)c2ccccc2n3CC)c1,-19.6%,5.0%,10.3%,8.5%,-2.3%,-10.9%,-6.0%,-16.6%,-6.9%
CCNC(=O)N1CCN(CCCC(c2ccc(F)cc2)c2ccc(F)cc2)CC1,?,-0.1%,-15.4%&-5.2%,-13.9%,16.4µM*,?,8.3%,-0.1%&-2.2%,?
COc1ccc(OC)c2sc(NC(=O)c3ccc(Cl)s3)nc12,22.5%,-8.5%,-1.7%,11.3%,17.4%,21.0%,0.4%,-0.7%,17.8%
COCC(=O)N1CCC(Oc2ccc(C(=O)N(C)C3CCCCC3)cc2)CC1,3.4%,0.0%,-31.7%[inhibitor],3.2%,-20.2%,-7.7%,-6.9%,-2.8%,-4.8%
COC(=O)c1c(-c2cccc(C)c2)csc1N,?,-0.9%,2.0%,6.3%,-14.5%,8.8%,29.2%,11.5%,-13.9%

As entered above.
`CCN(CC)S(=O)(=O)c1cccc(C(=O)OCC(=O)Nc2ccc3c(c2)c2ccccc2n3CC)c1` in HT1080NT lethal → -2.3%
`COc1ccc(OC)c2sc(NC(=O)c3ccc(Cl)s3)nc12` in GLP1R inv ag → 22.5%
`CCNC(=O)N1CCN(CCCC(c2ccc(F)cc2)c2ccc(F)cc2)CC1` in GLP-1R agonist → -0.1%&-2.2%
`COC(=O)c1[nH]c2cc(OC)ccc2c1NC(=O)CCN1CCN(c2cccc(C)c2C)CC1` in SW480 rerep → 25.8%
`COC(=O)c1c(-c2cccc(C)c2)csc1N` in HT1080 IDH1KD tx → -13.9%
`CC1CN(Cc2nnc(-c3ccccc3)o2)CC(C)O1` (stereo not given) in KB-3-1 cytotox → -2.7%

Remaining list, next part
Compound,GLP1R inv ag,KB-3-1 cytotox,SW480 rerep,GLP1R cytotox,HT1080NT lethal,KB-V1 cytotox,TDP-43 yeast inh,GLP-1R agonist,HT1080 IDH1KD tx
CCC(=O)Nc1ccc(C)cc1-c1nc2ccccc2n(CC(=O)c2ccc(C)cc2)c1=O,-3.7%,-13.6%,·,2.1%,·,5.2%,4.8%,·,·
CCCCc1c(C)nc2ccc(Br)cc2c1SC(N)N,-8.3%,0.6%,-0.7%,-18.3%,8.0%,21.2%,14.4%,-1.7%,10.7%
COc1ccc2c(CNC3CCC(C)CC3)c(C(=O)O)n(Cc3ccc(F)cc3)c2c1 (stereo not given),-22.8%,-22.4%,·,-20.9%,·,-1.0%,9.5%,0.5%,·
CCN1C(=N)N(c2ccccc2)C(=O)C(CC)(CC)C1=O,-22.4%,5.5%,2.0%,-3.3%,-27.8%,0.0%,-8.9%,5.2%,-0.1%
Cc1ccc(O)c(-c2cc(-c3ccc(F)cc3)no2)c1,20.5%,-12.4%,-14.0%,3.4%,6.7%,14.2%,2.6%,-1.5%,3.0%
COc1ccc(C2CC(=O)c3cnn(-c4nc(C)cc(C)n4)c3C2)cc1 (stereo not given),-11.3%,3.1%,?,?,?,?,18.9%,8.9%,?
OCCN1CCN(CC(O)COc2ccc(Cl)cc2)CC1 (stereo not given),?,0.2%,2.8%,57.4%[activator],-1.0%,4.6%,-4.9%,-3.0%,2.3%
Clc1ccc(Nc2cc(-c3ccccc3)nc3ncnn23)cc1,-12.3%,11.8%,-134.8%[inhibitor],1.8%,17.3%,-21.1%,7.1%,-6.4%,-1.1%
CCCCN(C(=O)c1ccc(NC2CC2)c([N+](=O)[O-])c1)c1c(N)n(CC(C)C)c(=O)[nH]c1=O,5.4%,22.1%,-18.8%,-3.6%,0.6%,17.2%,7.7%,5.0%,-6.1%
N#Cc1c(C(F)(F)F)cc(-c2ccccc2)n(N)c1=O,4.7%,1.5%,-4.7%,6.6%,3.1%,7.1%,2.5%,9.6%,-7.4%

Full records, looked up by structure.
Clc1ccc(Nc2cc(-c3ccccc3)nc3ncnn23)cc1 across the screens: GLP1R inv ag: -12.3%; KB-3-1 cytotox: 11.8%; SW480 rerep: -134.8%[inhibitor]; GLP1R cytotox: 1.8%; HT1080NT lethal: 17.3%; KB-V1 cytotox: -21.1%; TDP-43 yeast inh: 7.1%; GLP-1R agonist: -6.4%; HT1080 IDH1KD tx: -1.1%
CCC(=O)Nc1ccc(C)cc1-c1nc2ccccc2n(CC(=O)c2ccc(C)cc2)c1=O across the screens: GLP1R inv ag: -3.7%; KB-3-1 cytotox: -13.6%; SW480 rerep: ·; GLP1R cytotox: 2.1%; HT1080NT lethal: ·; KB-V1 cytotox: 5.2%; TDP-43 yeast inh: 4.8%; GLP-1R agonist: ·; HT1080 IDH1KD tx: ·

The results go on:
Compound,GLP1R inv ag,KB-3-1 cytotox,SW480 rerep,GLP1R cytotox,HT1080NT lethal,KB-V1 cytotox,TDP-43 yeast inh,GLP-1R agonist,HT1080 IDH1KD tx
c1ccc(N2CCN(c3nnnn3-c3ccccc3)CC2)cc1,16.9%,-24.0%,-0.6%[9.22 µM],-7.7%,-1.8%,-27.3%,22.1%,14.7%,0.8%
Cc1ccc2c(c1)N(C(=O)CCC(=O)NC1CCC(C)CC1)CCO2 (stereo not given),?,2.3%,-1.7%,2.4%,?,4.8%,12.1%,-4.3%,6.8%
CC1(C)CC(=O)C(C(=O)/C=C/c2ccco2)C(=O)C1,9.6%,0.8%,-30.3%[inhibitor],7.3%,-0.2%,0.1%,-16.5%,-5.1%,-1.8%
CCOC(=O)Cn1c(=O)n(CC2CCCO2)c2nc(-c3cc(OC)ccc3OC)nc(C(N)=O)c21 (stereo not given),12.7%,12.4%,·,0.7%,·,?,17.2%,4.6%,·
COc1ccc2c(c1)c(C(=O)N/N=C/c1cn(C)c3ccccc13)c(C)n2C,21.4%,-1.0%,11.6%,6.5%,-17.6%,0.1%,-6.2%,11.5%,-1.8%
Cc1ccnc2nc(C(=O)NC3=NCCS3)nn12,3.0%,?,-4.4%,-3.2%,0.0%,1.4%,-22.5%,-24.9%,0.6%
CCc1nc(SCC(=O)NCc2ccc(F)cc2)c2c(=O)n(C)c(=O)n(C)c2n1,-9.9%,-3.8%,-1.1%,3.6%,10.6%,-0.6%,0.0%,5.2%,0.6%
CCOc1ccc(S(=O)(=O)N(CC)CC(=O)NCc2ccncc2)cc1,3.6%,1.8%,30.4%,-4.7%,-15.9%,11.6%,8.5%,8.4%,18.0%
c1ccc(-n2nnnc2Cc2nnnn2-c2ccccc2)cc1,1.0%,-3.9%,-0.6%,1.3%,16.4%,-7.3%,-18.9%[0.397 µM],5.1%,1.3%
COC1Cc2ccccc2N(C(=O)N2CCN(CCO)CC2)c2ccccc21 (stereo not given),-18.8%,20.6%,-1.8%,-13.3%,14.0%,-15.2%,-17.9%,3.2%,20.1%
CCCn1c(=N)c(C(=O)NCc2ccccc2)cc2c(=O)n3cccc(C)c3nc21,2.1%,2.2%,·,137.2%[activator],·,?,8.9%[9.22 µM],·,·
COc1cccc(N(C(=O)c2ccco2)C(C(=O)NC2CCCC2)c2ccc(N3CCOCC3)cc2)c1 (stereo not given),14.4%,-14.6%,7.3%,13.8%,-16.4%,7.5%,-8.2%,5.5%,-10.9%
CCN(CC)C(=O)Cn1c(=O)n(-c2ccc(C)c(C)c2)c(=O)c2c3c(sc21)CCCCC3,-4.4%,12.8%,·,-13.1%,·,16.3%,0.1%,0.4%,·
